D1 antag: antagonists of human D1 dopamine receptor; P21728; HEK293 TREx D1 cells, calcium flux, dopamine EC80; stronger effect = lower value; activity change, negative = inhibition, % at 10 µM; 360,000 compounds, 3.2% hits; AID 504652; in the data active = activity change below about -30%; note: % is set by controls: 0 for no effect and ±100 for the full control effect
Target sequence (P21728 whole entry, looked up): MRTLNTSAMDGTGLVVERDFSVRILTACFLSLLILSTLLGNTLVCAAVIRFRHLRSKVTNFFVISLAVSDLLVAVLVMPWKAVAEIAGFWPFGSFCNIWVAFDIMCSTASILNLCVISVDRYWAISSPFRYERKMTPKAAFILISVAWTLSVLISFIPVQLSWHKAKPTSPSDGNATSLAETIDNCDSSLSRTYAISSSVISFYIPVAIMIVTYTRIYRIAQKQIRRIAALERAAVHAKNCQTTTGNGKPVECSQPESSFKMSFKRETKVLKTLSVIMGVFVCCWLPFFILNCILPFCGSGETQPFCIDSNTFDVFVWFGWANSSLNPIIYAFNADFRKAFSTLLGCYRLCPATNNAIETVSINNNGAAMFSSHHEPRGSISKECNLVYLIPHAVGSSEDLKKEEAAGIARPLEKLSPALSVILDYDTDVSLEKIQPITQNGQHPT
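Tetracycline-induced HEK293 Trex D1 cells, force-coupled to calcium, dye-loaded; compounds added and read 180 s, then EC80 dopamine added and calcium flux tracked kinetically another 180 s.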
Vif-A3G inh: inhibitors of Vif-APOBEC3G interaction. 410,000 compounds, 0.076% hits. AID 602310. Potency, µM (titrated, usually from 46.1 µM), inactives show top-dose activity, negative = active, hits mostly inhibitors. Q9HC16. HeLa A3G-eYFP + Vif (tagged APOBEC3G with the HIV-1 protein that degrades it), YFP fluorescence, overnight;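 note: potency is the fitted concentration of half-maximal effect; % is set by controls: 0 for no effect and ±100 for the full control effect; nearly all actives have a fitted effect of over 60% in size; hits raise eYFP signal because A3G escapes Vif-driven loss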
Target sequence (Q9HC16 whole entry, looked up): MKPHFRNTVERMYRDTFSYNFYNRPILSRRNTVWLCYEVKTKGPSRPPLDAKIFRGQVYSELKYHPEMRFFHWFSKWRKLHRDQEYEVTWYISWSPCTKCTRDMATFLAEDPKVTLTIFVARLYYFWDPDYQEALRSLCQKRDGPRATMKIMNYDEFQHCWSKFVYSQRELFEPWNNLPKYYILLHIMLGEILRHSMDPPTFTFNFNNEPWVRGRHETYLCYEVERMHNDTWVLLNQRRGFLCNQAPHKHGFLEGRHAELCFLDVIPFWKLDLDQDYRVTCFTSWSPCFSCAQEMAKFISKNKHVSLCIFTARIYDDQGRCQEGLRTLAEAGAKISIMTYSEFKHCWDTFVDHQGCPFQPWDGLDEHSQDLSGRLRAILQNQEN
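Read-out is eYFP fluorescence (Ex 488/Em 500-530) from Vif-expressing HeLa A3G-eYFP cells; more signal means A3G escaped Vif-mediated degradation. Cells plated overnight, compound pinned in, incubated overnight at 37 deg C.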
Vif-A3F inh: inhibitors of Vif-A3F interaction. Potency, µM (doses to about 46.1 µM), for inactives: top-dose activity, negative = active. HeLa A3F-eYFP + Vif (tagged APOBEC3F with the HIV-1 protein that degrades it), YFP fluorescence increase. 390,000 compounds, 0.2% hits. AID 602313; note: potency is the fitted concentration of half-maximal effect; % of control where 0% means no effect; nearly all actives have a fitted effect of over 65% in size
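HeLa cells stably expressing Vif plus C-terminally eYFP-tagged A3F were seeded, incubated overnight at 37 deg C, dosed with compound, incubated overnight again at 37 deg C. Yellow fluorescence (Ex 488/Em 500-530) reported blocked Vif-mediated A3F-eYFP degradation.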
D2 potentiator: positively modulates the human D2 dopamine receptor allosterically. HEK293 T-REx D2, calcium flux, EC20 dopamine potentiation. potentiation, % at 10 µM. 340,000 compounds, 0.34% hits. AID 485347. P14416;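 active = potentiation over 3 SD above the plate norm, cut at about 30% in these data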; note: 0% is about no effect
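Primary screen. Calcium kinetics in induced HEK293 T-REx D2 cells: compound pre-addition 180 s, EC20 dopamine, 180 s more.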
RXFP1 antag: antagonists of human relaxin receptor RXFP1. Q9HBX9. HEK293-RXFP1, relaxin-stimulated cAMP HTRF, 30 min; stronger effect = lower value. activity change, negative = inhibition, % at 57.5 µM. 350,000 compounds, 0.59% hits. AID 1259400;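 active = activity change of -60% or lower, but not beyond a set lower limit; inconclusive = change between -60% and -40%, or beyond the set limit; inactive = change above -40%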; note: % is set by controls: 0 for no effect and ±100 for the full control effect
RXFP1 agonist: activates the human relaxin receptor RXFP1 | AID 2676 | Potency, µM (top dose mostly 57.5 µM), for the others: at the highest dose activation, actives largely listed as activators | 370,000 compounds, 0.3% hits | HEK293T-RXFP1 cAMP TR-FRET, 30 min; response scale: percent of porcine relaxin response, buffer zero; note: potency is the fitted concentration of half-maximal effect; % is set by controls: 0 for no effect and ±100 for the full control effect; nearly all actives have a fitted effect of over 60% in size; many of its hits are not listed in these tables
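HEK293T cells stably expressing RXFP1 were pretreated with the PDE4 inhibitor Ro 20174, exposed to compounds for 30 min at 37C, lysed, and cAMP was read by TR-FRET. Data normalized to buffer (basal) and 29 nM porcine relaxin (100%).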
D1 PAM: potentiators of human D1 dopamine receptor; P21728; HEK293 TREx D1 cells, calcium flux, dopamine EC20 potentiation; potentiation, % at 10 µM; 360,000 compounds, 0.036% hits; AID 504651; in the data active = potentiation above about 30%; note: 0% is about no effect
D1 ag: activates the human D1 dopamine receptor | activation, % at 2 µM | 360,000 compounds, 1% hits | HEK293 T-REx D1 cells, calcium flux, agonist mode | P21728; in the data active = activation above about 30%; note: 0% is about no effect
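Tetracycline-induced HEK293 TREx D1 cells, force-coupled to calcium signalling, were dye-loaded with a no-wash calcium kit. Compound was pin-added after a 10 s baseline. Fluorescence was read kinetically at 1 cycle/s for 180 s, with calcium rises flagged as agonism.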
GRP78 ERSR act: inducers of ER stress response in human glioma cells; AID 602332; U87-MG GRP78 promoter luciferase reporter, 16 h; 420,000 compounds, 0.02% hits; Potency, µM, inactives show at the highest dose activation, hits mostly activators; note: potency is the fitted concentration of half-maximal effect; series mostly up to about 76 µM; % of control where 0% means no effect; nearly all actives have a fitted effect of over 35% in size
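Stably transfected U87-MG human glioma cells carrying a GRP78-based luminescent sensor were seeded at 1000 cells/well, pin-dosed with compounds and incubated 16 h. Luciferase reagent was then added, and end-point luminescence was read after 10 min at room temperature.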
* hit, by the source's call; ? = inconclusive; nt = not tested or not shown. Unless noted, calls come from the whole dose curve; as a rule, active = well fitted curve in the direction sought with a large enough effect; inconclusive = small, poorly fitted or top-dose-only effect, or another doubt; inactive = no such curve, though single readings can be large; an effect the other way counts as inactive or inconclusive. Some of the compounds tested; count on the stated rates, not on these rows.

SMILES	D1 antag	Vif-A3G inh	Vif-A3F inh	D2 potentiator	RXFP1 antag	RXFP1 agonist	D1 PAM	D1 ag	GRP78 ERSR act
O=C(COC(=O)c1cccc(S(=O)(=O)N2CCCCC2)c1)NCc1ccccc1	-7	1%	-9%	-4	8	0.1%	-4	6	-1%
COc1cccc(N(CC(=O)Nc2ccccc2C(=O)N2CCCC2)S(C)(=O)=O)c1	1	-5%	-9%	-8	9	3.7%	8	0	3%
O=[N+]([O-])c1ccc(-c2csc(N/N=C/c3cccnc3)n2)cc1	-14	-3%	-11%	-4	3	-0.6%	-1	3	-1%
Cc1cc(NC(=O)CSc2ccccn2)cc(NC(=O)CSc2ccccn2)c1	1	-9%	-13%	-4	-5	1.5%	nt	3	-3%
CCCCOC(=O)Nc1ccccc1C(=O)OC	-10	-3%	-6%	7	-13	3.0%	-3	1	-3%
Cc1ccc(S(=O)(=O)N/N=C/c2cccc([N+](=O)[O-])c2)cc1	-8	1%	-22%	1	9	-0.3%	2	5	-1%
Cc1ccccc1NCC(=O)N/N=C/c1c(C)c(C(=O)c2ccc(Cl)cc2)n2ccccc12	-2	-5%	?	-3	11	0.3%	8	4	-7%
C1=C(c2ccco2)N2CCN=C2S1	10	2%	5%	-3	-1	-2.2%	7	0	0%
CCCn1c(C)cc(C(=O)COc2ccc(S(=O)(=O)N(CC)CC)cc2[N+](=O)[O-])c1C	12	0%	1%	7	4	0.7%	8	3	-3%
CCOC(=O)c1cc2cc([N+](=O)[O-])ccc2oc1=O	5	0%	8%	9	-9	4.0%	-3	1	-4%
CC1CCCCC1NC(=O)c1ccc(S(=O)(=O)N2CCN(C)CC2)cc1 (configuration not stated)	-17	8%	-8%	5	2	0.3%	-7	3	-6%
CCOC(=S)SCc1cn2ccc(C)cc2n1	-14	-1%	?	-5	-7	0.4%	-3	3	2%
CCOCc1cc(CN2CCN(c3cccc(C(F)(F)F)c3)CC2)c(O)c2ncccc12	-6	-4%	?	nt	-6	1.3%	2	6	-6%
CCOCC(=O)Nc1nnc(COC)s1	-3	4%	0%	8	-2	-0.8%	-3	0	-3%
N=c1sccn1CC(=O)Nc1ccccc1Oc1ccccc1	2	-3%	4%	-1	8	-0.2%	12	4	-1%
CC(OC(=O)CCN=C1NS(=O)(=O)c2ccccc21)C(=O)Nc1ccc(F)cc1 (configuration not stated)	16	1%	-12%	-4	-3	1.3%	10	0	0%
O=C1C=C(c2ccc(Br)c3ccccc23)C[C@@H](c2ccc3c(c2)OCO3)C1	nt	-2%	-8%	13	nt	0.8%	1	1	-4%
CCc1cc(=O)oc2c(CN3CCN(C)CC3)c(O)c(Cl)cc12	10	0%	-7%	35*	-10	13%	0	1	-6%
CC12CCC(=O)N1C(C(=O)N1CCN(S(=O)(=O)c3cccc(Cl)c3)CC1)CS2 (configuration not stated)	-4	-4%	-8%	1	2	0.6%	-3	1	-1%
OC(CN1CCN(C(c2ccccc2)c2ccccc2)CC1)c1ccccc1 (configuration not stated)	3	0%	-13%	-1	?	-2.2%	1	1	-4%
Cc1ccc(C(=O)CC(Nc2ccc(F)cc2)c2ccccc2)cc1 (configuration not stated)	-7	-14%	-1%	-3	-18	0.9%	-1	2	0%
CCOC(=O)c1c(C)oc2ccc(N(C(=O)c3ccncc3)S(=O)(=O)c3ccc(Br)cc3)cc12	-57*	?	-29%	-2	nt	0.4%	-5	3	-2%
CCOc1ccc(OC(=O)c2cccc(S(=O)(=O)N3CCN(C)CC3)c2)cc1	4	4%	8%	0	2	-3.1%	10	1	-4%
COc1cc(NC(=O)c2ccc(F)cc2)c(OC)cc1NC(=O)CN1CCOCC1	-9	0%	12%	19	7	3.4%	-2	0	-1%
COc1ccc2c(c1)c(C(=O)CNc1nc(C)cs1)c(C)n2C	-1	-17%	6%	-17	-19	0.3%	2	2	-3%
COc1cccc(CN2c3ccccc3-c3nc(SCC(=O)Nc4cccc(C)c4)ncc3S2(=O)=O)c1	9	-3%	1%	-7	nt	5.6%	-1	7	-2%
O=C(CSc1ccccc1)Nc1ccc(Cl)c(S(=O)(=O)N2CCOCC2)c1	nt	8%	-6%	nt	-21	nt	nt	nt	0%
COCCn1c(CN2CCC(Cc3ccccc3)CC2)nc2c1c(=O)n(C)c(=O)n2C	21	2%	1%	0	0	1.6%	-1	2	-4%
COc1ccccc1Nc1nc(-c2ccccc2O)nc2ccccc12	-19	-6%	?	2	0	2.7%	-8	2	-5%
Cc1csc(=O)n1CCC(=O)OCc1nnc(-c2ccccc2Cl)o1	nt	0%	0%	nt	-1	nt	nt	nt	-3%
O=C(Nc1nnc(-c2ccco2)s1)C1CCCCC1	5	1%	2%	13	-3	4.9%	1	5	-1%
CCc1noc(-c2ccc(N3CCCCC3C)c([N+](=O)[O-])c2)n1 (configuration not stated)	-26	6%	2%	-7	nt	15%	-3	7	2%
COc1ccc(-c2nn(CCC(=O)O)cc2/C=C2\SC(N)=NC2=O)cc1OC	0	0%	0%	-6	-12	3.6%	-4	1	-3%
Cc1c(/C(O)=C2/C(=O)C(=O)N(CCN3CCOCC3)C2c2ccco2)cnn1-c1ccccc1 (configuration not stated)	nt	0%	-3%	nt	1	nt	nt	nt	-8%
S=C(Nc1cccc(Br)c1)c1ccccc1	5	0%	-17%	4	-23	2.3%	0	2	10%
COc1ccc(-c2nnn(CC(=O)N(CC(=O)NCCC(C)C)c3ccccc3)n2)cc1OC	-1	-7%	-3%	-5	-2	-0.2%	-4	2	-1%
COc1ccc(CNC(=O)COC(=O)c2cccs2)cc1	14	0%	-22%	8	-3	-1.1%	0	-3	-1%
CCCCN(CCCC)CCCNC(=O)C12CN(Cc3ccccc3)CC1C(c1cccc([N+](=O)[O-])c1)=NO2 (configuration not stated)	10	5%	6%	5	nt	0.0%	0	23	2%
COc1ccc(/C=C2/SC(=S)N(CCC(=O)O)C2=O)cc1	5	-1%	-10%	8	-4	-0.6%	0	2	-13%
CCOC(=O)N1CCC(N2Cc3cccc(C(=O)NC(C)c4ccc5c(c4)OCCO5)c3C2=O)CC1 (configuration not stated)	0	-3%	-5%	5	-14	-0.3%	1	2	3%
CC1C(=O)Nc2ccccc2N1C(=O)c1ccc(F)cc1 (configuration not stated)	4	0%	2%	12	-14	0.6%	-2	2	1%
O=C(NCc1cccnc1)C(=O)NCC1OCCN1S(=O)(=O)c1cc(F)ccc1F (configuration not stated)	-6	1%	8%	2	-4	0.0%	-6	2	-2%
Cc1occc1C(=O)NNC(=O)NC12CC3CC(CC(C3)C1)C2	nt	-6%	-10%	4	8	-1.2%	-2	1	-1%
O=C(NNC(=O)c1cccnc1Cl)c1ccc(F)cc1	8	-2%	3%	-1	-4	-1.8%	-5	2	-8%
Cc1ccc(NCc2ccco2)cc1C	-2	-6%	-14%	nt	nt	-1.1%	0	0	3%
N#Cc1c(-c2ccccc2)nc(SCC(=O)NC2CCCCC2)[nH]c1=O	2	-1%	0%	-4	-1	22µM*	2	-1	-1%
C#CCOCCOCCOCCNc1nc(N2CCN(C(=O)CCCCCCCCCCNC(=O)[C@H]([C@@H](C)CC)n3cc(CCCCN=C(N)N)nn3)CC2)nc(N2CCN(C(=O)CCCCCCCCCCNC(=O)[C@H](CCCCN)n3cc(C[C@@H](C)CC)nn3)CC2)n1	3	nt	nt	-2	nt	-1.4%	16	3	nt
O=C(Oc1ccccc1C(=O)N1CCOCC1)c1ccccc1	5	2%	-5%	-3	-6	0.2%	-4	3	-2%
CCC(=O)N1CC2(CC(c3cccc([N+](=O)[O-])c3)=NO2)C[C@H]1C(=O)NCC(N)=O (some centres not stated)	-8	1%	4%	3	nt	2.9%	-1	-1	-3%
COC(=O)CSc1nc2ccccc2n1CC(=O)N(C(C)C)C(C)C	3	1%	-3%	3	27	0.0%	4	0	-3%
CNS(=O)(=O)c1cn(CC(=O)N2CCN(c3cccc(C)c3C)CC2)cc1S(=O)(=O)NC	-12	2%	3%	-5	-11	0.4%	0	0	-4%
COc1ccc(NC(=O)CN(C)C(=O)CSc2ccc3c(c2)OCCO3)cc1	-11	0%	0%	-3	0	0.2%	-3	-1	-4%
CSc1ccc(S(=O)(=O)Nc2ccc(OCC(=O)N3CCOCC3)cc2)cc1	7	-3%	1%	17	-11	-0.3%	-1	5	-2%
O=C(CN1CCN(C(=O)c2ccc(-c3nc4ccccc4s3)o2)CC1)Nc1ccccc1Cl	9	1%	-15%	-6	-38	0.5%	-7	2	7%
Cc1cc2cc(CNC(=O)c3cc4ccccc4o3)ccc2n1C	11	nt	nt	-5	nt	3.9%	0	3	nt
CCc1ccc(NS(=O)(=O)c2c(C(=O)N3CCOCC3)c(C)n(C)c2C)cc1	-11	2%	-6%	-6	24	2.5%	-6	14	-1%
COc1cccc(/C(C#N)=C/c2c(-c3ccc(Cl)cc3)nc3c(C)cccn23)c1	-1	0%	-1%	-1	-2	0.0%	-8	6	-1%
NC(=O)c1c(NC(=O)c2ccc(S(=O)(=O)N3CCOCC3)cc2)sc2c1CCCCC2	0	0%	-11%	-3	6	2.0%	1	1	-1%
Cc1cccc(NC(=O)c2cc(NC(=O)CCCC(=O)O)ccc2Cl)n1	nt	4%	0%	-7	-1	-0.7%	-2	-3	-4%
CCOC(=O)c1c(C)[nH]c(C)c1S(=O)(=O)N(C)CC(=O)Nc1cc(Cl)ccc1OC	-4	4%	6%	0	nt	0.1%	-3	1	-3%
O=C(O)C1CCCN1S(=O)(=O)c1cc(Cl)ccc1Cl (configuration not stated)	5	-2%	-5%	6	-1	-1.1%	4	3	-2%

Copied from the list:
Entry of CCOC(=O)c1c(C)[nH]c(C)c1S(=O)(=O)N(C)CC(=O)Nc1cc(Cl)ccc1OC in Vif-A3G inh: 4%
Entry of O=C(O)C1CCCN1S(=O)(=O)c1cc(Cl)ccc1Cl (configuration not stated) in GRP78 ERSR act: -2%
